# High-throughput results as filed in PubChem BioAssay.
# MEKK2 WT-MEK5: raises or lowers MEK5 binding to wildtype human MEKK2 PB1 domain. Q9Y2U5. 290,000 tested, 1.1% active. AID 1531. binding response (% of control), % at 10 µM. bead flow cytometry, Alexa488-MEK5 binding to MEKK2 WT; actives lie on both sides; in the data active = binding response below about 67% or above about 130%
# MEKK3 PB1 HTS: modulators (inhibitors or enhancers) of MEK5 binding to human MEKK3 PB1 domain; 290,000 tested, 1.4% active; Q99759; binding response (% of control), % at 10 µM; bead-based flow cytometry, Alexa488-MEK5 binding to MEKK3; actives lie on both sides; 0 = blocked by unlabeled MEK5, 100 = vehicle;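 active = binding response more than 3 SD above or below the average of its plate-row segment, actives on both sides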;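 also: Alexa488 bead fluorescence after subtracting the streptavidin-only scavenger bead signal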
# GalR3 antag: blocks the human galanin receptor 3 | O60755 | HEK293 GalR3-CNG cAMP membrane potential fluorescence; galR3 body fused to GalR1 C-terminus | inhibition, % at 3 µM | 360,000 tested, 0.44% active | AID 651719;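 active = inhibition above the screen-wide average plus 3 SD, cut at about 13% in these data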;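 also: forskolin and galanin both at EC90 stimulate the cells; cAMP rise reported by CNG channel membrane potential dye signal; 0% = forskolin plus galanin with DMSO and 100% = forskolin alone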
# Target sequence (O60755 1-299 limits assumed): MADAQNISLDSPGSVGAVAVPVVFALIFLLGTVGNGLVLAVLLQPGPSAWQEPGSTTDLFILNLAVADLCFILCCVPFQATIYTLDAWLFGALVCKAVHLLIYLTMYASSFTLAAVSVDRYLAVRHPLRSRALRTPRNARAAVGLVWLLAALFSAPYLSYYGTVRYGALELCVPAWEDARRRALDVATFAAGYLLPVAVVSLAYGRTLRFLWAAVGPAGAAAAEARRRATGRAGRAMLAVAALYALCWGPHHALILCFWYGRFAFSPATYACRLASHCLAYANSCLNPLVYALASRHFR
# GPR7 antag: antagonists of human GPR7 (neuropeptides B/W receptor 1). P48145. AID 1861. 290,000 tested, 1.1% active. GPR7-expressing cells, fluorescence antagonist assay. inhibition, % at 4.4 µM; in the data active = inhibition above about 16%, passing the limit was not always enough;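 also: cells stimulated with the agonist NPW; 0% = agonist with vehicle and 100% = vehicle without agonist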
# Target sequence (P48145 whole entry, looked up): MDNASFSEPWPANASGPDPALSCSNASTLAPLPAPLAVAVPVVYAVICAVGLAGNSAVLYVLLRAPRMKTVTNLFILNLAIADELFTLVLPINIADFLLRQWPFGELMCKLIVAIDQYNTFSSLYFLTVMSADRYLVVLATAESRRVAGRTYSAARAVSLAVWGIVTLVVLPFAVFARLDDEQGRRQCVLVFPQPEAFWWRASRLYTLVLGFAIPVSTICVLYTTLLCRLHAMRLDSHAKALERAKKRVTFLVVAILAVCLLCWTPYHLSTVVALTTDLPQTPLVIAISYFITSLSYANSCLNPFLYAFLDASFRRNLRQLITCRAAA
# PHOSPHO1 inh: blocks human PHOSPHO1 phosphatase activity. Q8TCT1. recombinant PHOSPHO1, absorbance phosphatase assay. inhibition, % at 13.3 µM. 290,000 tested, 1.1% active; in the data active = inhibition above about 60%
# NALP1 yeast inh: NALP1 inhibition. inhibition, % at 10 µM. S. cerevisiae NALP1/ASC/caspase-1 growth, X-gal OD620, 72 h. 280,000 tested, 0.61% active; in the data active = inhibition mostly above about 24%, no sharp cut-off; inactive = mostly below about 32%; also: some compounds called inactive have numbers as strong as hits
# V1aR counter: V1a receptor agonism, counter-screen for OXTR agonists; AID 2797; CHO-V1R cells, Fluo-8 calcium fluorescence, agonist mode; 0% DMSO, 100% 3 nM vasopressin; activation, % at 3 µM; 320,000 tested, 0.25% active;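 active = activation above the mean activation of all tested compounds plus 3 SD, per screening run, cut at about 20% in these data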;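 also: signal is peak over basal fluorescence ratio across a 100 second FLIPR read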
# MEKK2 mut-MEK5: signal of MEK5 binding to mutant human MEKK2 PB1 domain; AID 1530; percent response, % at 10 µM; 290,000 tested, 0.35% active; bead flow cytometry, Alexa488-MEK5 binding to MEKK2 mutant; in the data active = percent response above about 24%, passing the limit was not always enough; also: inactives centre near 1; some results filed as inactive read as strong as hits; reference of the scale not given here
# OXTR ag: activates the human oxytocin receptor | P30559 | CHO-OTR cells, Fluo-8 calcium fluorescence; normalized: DMSO 0%, oxytocin 100% | activation, % at 3 µM | 320,000 tested, 0.32% active;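 active = activation above the mean of all tested compounds plus 3 SD, cutoff set per screening run, cut at about 20% in these data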;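 also: peak over basal fluorescence ratio from a 100 s FLIPR kinetic read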
# Target sequence (P30559 whole entry, looked up): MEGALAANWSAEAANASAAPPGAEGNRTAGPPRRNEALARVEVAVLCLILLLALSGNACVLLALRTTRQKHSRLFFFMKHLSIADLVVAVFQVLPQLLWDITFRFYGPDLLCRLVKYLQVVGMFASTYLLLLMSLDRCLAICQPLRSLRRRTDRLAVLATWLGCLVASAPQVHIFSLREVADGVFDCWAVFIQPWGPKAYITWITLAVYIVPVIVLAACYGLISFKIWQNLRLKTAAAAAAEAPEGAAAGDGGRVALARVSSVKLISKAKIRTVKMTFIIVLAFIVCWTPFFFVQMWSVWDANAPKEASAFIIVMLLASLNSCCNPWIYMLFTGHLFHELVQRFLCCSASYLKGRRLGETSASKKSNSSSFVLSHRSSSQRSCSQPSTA
# An asterisk follows results filed as active; nt = not tested or not shown.
SMILES,MEKK2 WT-MEK5,MEKK3 PB1 HTS,GalR3 antag,GPR7 antag,PHOSPHO1 inh,NALP1 yeast inh,V1aR counter,MEKK2 mut-MEK5,OXTR ag
O=C(Cn1nc(-c2ccccc2)nc1-c1ccccc1)OC1CCCCC1,116,111,-3,4,-13,22,5.6,5,-0.8
CCOc1ccc(NS(=O)(=O)c2ccc(C(=O)N(C)Cc3cccc(OC)c3OC)cc2)cc1,104,99,-4,0,32,-5,19,5,13
O=C(CCC1CCCCC1)NNC(=O)NC12CC3CC(CC(C3)C1)C2,95,95,-5,-8,8,21,-0.4,0,-1.2
NS(=O)(=O)c1ccc(Sc2ccc3c(c2)CCC3)nc1,104,100,-7,12,-22,6,4.1,-2,2.6
COc1ccc(CCNCC(=O)Nc2c(C)cc(C)cc2C)cc1OC,102,100,-9,-5,24,-84,1.2,-1,0.3
O=C1CCCN1Cc1ncnn1-c1ccccc1,110,108,-2,-10,4,-60,1.3,15,3.5
CCCC(=O)c1cc(F)c(N2CCN(C(=O)OCC)CC2)cc1C,97,99,-1,-4,-21,9,2.7,0,3.3
Cc1ccc(N2C(=O)[C@@H]3C(c4cccnc4)=NO[C@@H]3C2=O)c(C)c1,97,97,-6,-13,28,-54,1.3,-7,2.2
CS(=O)(=O)N(CC(=O)N1CCN(c2ccccc2)CC1)c1ccc(Cl)c(C(F)(F)F)c1,127,122,-3,-3,-3,-11,13,21,1.1
COc1cc(NC(=O)C/C(C)=N/NC(=O)C(=O)NCCO)c(OC)cc1Cl,110,107,-5,1,12,5,0.1,12,-2.6
O=C(NCc1ccc2c(c1)OCO2)c1cccs1,103,104,-5,-11,-1,29,0.5,5,0.4
O=C(/C=C/c1ccccc1)N/C(=C/c1ccccc1)C(=O)N1CCCCC1,103,107,0,-10,6,1,0.1,6,-2.5
Nc1ccc2nc3n(c(=O)c2c1)CCC3,104,107,0,nt,4,-3,1.0,14,0.8
Cc1cccc(-c2nc(CS(=O)CC(=O)NCC3CCCO3)c(C)o2)c1 (configuration not stated),107,102,nt,2,-3,25,1.1,6,-1.3
CCCOc1ccc(N2C(=O)CC(NCCCN3CCC(C(N)=O)CC3)C2=O)cc1 (configuration not stated),nt,nt,-2,-3,nt,nt,1.0,nt,0.5
Cc1ncc(CO)c2cc(C(=O)Nc3cccc(F)c3)c(=Nc3cccc(C(N)=O)c3)oc12,88,85,-10,-18,34,16,1.3,-8,0.6
Cc1ccc(O)c(NC(=O)C2CCCCC2)c1,95,97,-5,-2,6,8,-0.8,-2,-1.3
CC(C)NC(=O)Cn1nnc(-c2cccc(NC(=O)c3ccccc3F)c2)n1,107,103,-3,-6,-14,0,1.0,3,0.8
CCCC(=O)N(CCc1ccccc1)Cc1nc2ccccc2c(=O)[nH]1,110,106,4,-5,15,-22,0.5,11,0.0
CN1C(=O)c2cccc3c(S(=O)(=O)Nc4ccc(O)c(C(=O)O)c4)ccc1c23,105,104,-6,-9,14,13,0.6,-1,0.6
CC(C)C(OC(=O)c1ccco1)C(=O)NC1CCCC1 (configuration not stated),100,102,-10,-14,35,9,-0.6,1,-0.3
CCN(CC)S(=O)(=O)c1ccc(Cl)c(NC(=O)COC(=O)/C=C/c2ccc(O)c(OC)c2)c1,101,101,0,-15,-8,25,5.1,0,2.8
Cc1cccc(NCCNc2cccc(C)c2)c1,95,96,-3,-19,34,7,0.0,-4,-2.0
O=C(NCC(c1cccs1)N1CCOCC1)c1ccc(Cl)c([N+](=O)[O-])c1 (configuration not stated),113,101,1,-7,-2,41,0.4,5,2.8
CCn1c(SCC(=O)NC2CC2)nnc1-c1ccncc1,106,101,0,2,nt,-5,0.9,9,0.7
CC(CN(C(N)=O)c1ccccc1O)C(=O)O (configuration not stated),104,111,-1,5,3,1,1.3,16,0.6
Nc1nc(SCC(=O)c2ccc(Oc3ccccc3)cc2)n[nH]1,97,93,-7,4,3,-11,1.6,-1,4.3
COc1cc(CNCc2ccc(OC)cc2OC)cc(OC)c1,111,101,-11,-18,3,17,2.5,2,4.2
COc1ccc(/C=N/N=C2\SCC(=O)N2c2c(C)n(C)n(-c3ccccc3)c2=O)cc1OC,108,146*,-3,-3,-5,22,-0.8,4,0.1
Cc1nnc(C)n1/N=C/c1ccc(-c2ccccc2)cc1,104,100,5,-5,8,23,-0.8,9,-0.8
CC1(C)C2CCC(C2)C1(C)NC(=O)CNCC1CCCCC1 (configuration not stated),103,107,-9,33*,25,0,0.4,-2,2.2
CC(C)[C@H](NC(=O)c1ccccc1)C(=O)OCC(=O)N1CCc2ccccc2C1,92,96,-5,0,12,21,0.0,-5,-0.9
COc1ccc(NC(=O)c2cccc(S(=O)(=O)N3CCc4ccccc43)c2)cn1,102,100,-5,-1,20,12,4.5,-4,4.7
COc1cc(CNc2ccc(C(=O)O)cc2)cc(Br)c1OCC(=O)NC(C)(C)C,104,106,-2,2,0,29,1.4,4,1.4
CCOc1ccc2nc(NC(=O)CSc3nc4cccnc4n3C)sc2c1,106,102,-7,-4,29,8,1.4,4,-1.0
O=C(O)c1cc(-c2ccco2)nn1-c1ccc(Cl)cc1,94,98,-1,4,28,-3,nt,-7,nt

# 5 entries picked at random from the list so far, as already listed:
SMILES,MEKK2 WT-MEK5,MEKK3 PB1 HTS,GalR3 antag,GPR7 antag,PHOSPHO1 inh,NALP1 yeast inh,V1aR counter,MEKK2 mut-MEK5,OXTR ag
CCCOc1ccc(N2C(=O)CC(NCCCN3CCC(C(N)=O)CC3)C2=O)cc1 (configuration not stated),nt,nt,-2,-3,nt,nt,1.0,nt,0.5
Nc1ccc2nc3n(c(=O)c2c1)CCC3,104,107,0,nt,4,-3,1.0,14,0.8
CCCC(=O)c1cc(F)c(N2CCN(C(=O)OCC)CC2)cc1C,97,99,-1,-4,-21,9,2.7,0,3.3
O=C(CCC1CCCCC1)NNC(=O)NC12CC3CC(CC(C3)C1)C2,95,95,-5,-8,8,21,-0.4,0,-1.2
COc1cc(NC(=O)C/C(C)=N/NC(=O)C(=O)NCCO)c(OC)cc1Cl,110,107,-5,1,12,5,0.1,12,-2.6

# The list continues:
SMILES,MEKK2 WT-MEK5,MEKK3 PB1 HTS,GalR3 antag,GPR7 antag,PHOSPHO1 inh,NALP1 yeast inh,V1aR counter,MEKK2 mut-MEK5,OXTR ag
COc1ccc(Nc2ncnc3ccccc23)cc1,106,103,-2,2,1,-3,1.4,7,1.5
COc1ccc(CCNC(=O)CSc2nnc(Cc3csc(N)n3)n2C)cc1OC,107,106,-1,-8,-38,3,0.6,11,0.0
COc1ccc(N(Cc2ccccc2)S(=O)(=O)c2ccc(C)cc2)cc1,109,118,-7,1,26,0,0.3,-1,-1.1
S=C(NCC(c1cccnc1)N1CCOCC1)NC1CCCCC1 (configuration not stated),97,100,-4,3,-15,-13,0.8,-2,0.7
COc1cc(/C=N/N=C2/C(=O)Nc3ccccc32)ccc1O,96,104,2,-7,-12,-25,-0.5,3,-1.2
FC(F)(F)c1nnc2c(Sc3ccccc3)nc3ccccc3n12,61,66,-2,-1,-4,41,-0.8,-11,-1.2
C/C(=N\N(C)C)c1ccc(OCCOc2ccc([N+](=O)[O-])cc2)cc1,104,104,-7,10,24,21,3.6,9,2.6
O=C(CCN1CCCC1Cc1ccccc1)c1ccc2c(c1)OCCO2 (configuration not stated),nt,nt,-4,15,21,24,2.4,nt,0.0
NS(=O)(=O)c1ccc(NC(=O)CSc2cn[nH]n2)cc1,95,99,-8,-8,49,0,1.2,-1,0.3
COc1cc2c3nnc(-c4ccc(F)cc4)c-3cn(Cc3ccccc3F)c2cc1OC,100,92,-2,-11,10,9,nt,-2,nt
COC(=O)C(NC(C)=O)(Nc1ccc(Br)cn1)C(F)(F)F (configuration not stated),94,89,-6,-9,8,5,-0.7,-4,0.2
Cc1ccc(Cn2ccc(NC(=O)c3cc(-c4ccc(F)cc4)on3)n2)cc1,103,98,-6,-11,18,-1,-0.1,4,0.6
Cc1ccc(C(=O)N(CC(=O)NC2CCCCC2)c2ccccc2C)s1,107,107,-2,11,46,10,-1.6,3,-1.7
CCOC(=O)c1c(N)nn(C(=O)c2ccccc2)c1-c1ccccc1,101,108,-3,-16,-10,6,-0.3,3,-2.1
Cc1cc2cc(CNC(=O)NC3CCCCC3)ccc2n1C,115,109,3,-2,38,25,0.3,7,-0.5
N#Cc1cc2c(nc1SCc1ccccc1)CCCC2,96,97,2,-15,-3,26,-0.8,-1,-1.1
Cc1nn(C)c(Oc2cccc(C(F)(F)F)c2)c1C#N,99,95,-7,6,40,-8,-0.3,-4,-1.4
C/C(=N/O)c1cccc(N2Cc3ccccc3C2)c1,96,102,-7,7,20,4,0.3,1,-0.3
Cc1noc(NS(=O)(=O)c2ccc(NC(=O)CSc3ncccn3)cc2)c1C,110,113,0,2,6,27,0.4,5,0.4
CCN(CC)c1ccc(NC(=O)CN2CCN(c3ccccc3F)CC2)cc1,97,96,0,-4,-45,-4,-1.5,-15,-1.8
Cc1ccc(S(=O)(=O)NCCCC(=O)C=[N+]=[N-])cc1,106,99,-3,-4,9,-33,-0.5,-2,-0.5
COc1cc(NC(=O)Nc2cccc3cccnc23)cc(OC)c1OC,109,107,-1,-3,3,15,nt,9,nt
Cc1nc2ccccc2c(=O)n1/N=C/c1cn[nH]c1-c1ccccc1,93,87,-1,-4,4,41*,2.1,-19,0.0
CCOC(=O)CC(=O)CSc1ncnc2c1oc1ccccc12,nt,nt,-2,-14,28,6,0.1,nt,-1.0
OCCCn1c(CCNc2nc(-c3ccc(Cl)cc3)cs2)nc2cc(C(F)(F)F)ccc21,100,97,-1,nt,nt,nt,-0.3,1,-1.2
O=C(COC(=O)C1CCCCC1)Nc1ccc([N+](=O)[O-])cc1,105,107,-7,24,-21,-17,0.8,-3,-0.7
Cc1ccc(NS(=O)(=O)c2cc(NC(=O)c3ccc4c(c3)NC(=O)CS4)ccc2C)c(C)c1,98,102,-7,7,4,4,1.6,-2,0.8
COc1ccccc1N1CCN(C(=O)c2cc3cc(F)ccc3[nH]2)CC1,103,108,-6,12,38,10,3.6,7,1.1
O=C(c1ccc(F)cc1)N1CCN(c2cnn(-c3ccccc3)c(=O)c2Cl)CC1,99,98,7,0,23,-6,1.4,-2,0.1
CN1C(=O)CS(=O)c2ccc(C(=O)NCCC3=CCCCC3)cc21 (configuration not stated),107,101,1,-1,20,3,3.8,1,2.0
Cc1cc([N+](=O)[O-])ccc1NCc1ccc2ccccc2c1,120,107,10,-11,40,11,0.7,15,-0.9
CC(C)CNC(=O)c1ccccc1NC(=O)CSCc1ccccc1,102,104,-1,16,18,25,-1.1,17,-0.7
O=C(Nc1ccc2c(c1)CCC2)c1ccccc1F,103,135*,-1,4,11,21,-1.5,0,-2.1
O=C(O)c1ccccc1OCc1ccccc1Cl,86,90,-1,-9,28,nt,-0.7,-23,-0.2
CCNS(=O)(=O)c1ccc(OC)c(C(=O)NC2CCCCC2)c1,71,57,nt,-7,4,5,0.7,-9,-0.4
O=C(Cn1cnc([N+](=O)[O-])n1)NCCc1ccccc1,100,102,-2,-2,-9,9,-0.3,-2,0.3
COc1cccc(CN2CCN(Cc3ccc(OC)c(OC)c3)CC2CCO)c1 (configuration not stated),107,103,-3,-10,41,13,-0.3,7,0.8
CC(Sc1nnc(-c2ccc(OC(F)F)cc2)o1)C(=O)NCC1CCCO1 (configuration not stated),113,106,2,-12,53,2,1.1,8,-1.2
COc1ccc(C2=CC(=O)OC3(CCCC3)O2)cc1,99,101,-3,-2,12,-4,-0.1,-4,-2.4
CN(CCOc1ccccc1)C(=O)C1CCN(C(=O)c2ccc(Cl)cc2)CC1,101,96,-3,15,33,7,1.8,4,0.2
Cc1ccc(Cl)cc1NC(=S)N/N=C/c1cccc2ccccc12,99,105,-5,-2,-1,0,1.2,0,-0.5

# The order is random; overall some 5.4% were active at least once.
